RPL19A TOR yeast: RPL19A-GFP expression modulators in yeast, primary screen, cell-based, S. cerevisiae, multiplex flow cytometry, MLPCN; S. cerevisiae RPL19A-GFP strain, 3 h; stronger effect = lower value; percent response vs DMSO, % at 10 µM; 330,000 tested, 0.3% active; AID 2025, 2009;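 active = percent response vs DMSO below 50%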;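 note: median channel GFP fluorescence of the barcoded RPL19A-GFP strain; ratio of sample median GFP to plate DMSO average so 100% = DMSO; lower means less RPL19A-GFP as with rapamycin TOR inhibition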
EBNA-1 inh: EBNA-1 DNA-binding inhibitors, primary screen, biochemical, fluorescence polarization. inhibition, % at 14.8 µM. 300,000 tested, 0.34% active. AID 1950, 2009; in the data active = inhibition above about 28%
LAP4 TOR yeast: modulators of LAP4-GFP expression in yeast, primary screen, S. cerevisiae, multiplex flow cytometry, MLPCN library. 3 h; median GFP as percent of DMSO wells. GFP response vs DMSO, % at 10 µM. 320,000 tested, 0.34% active. AID 2023, 2009;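 active = GFP response vs DMSO above a set limit, about the screen mean plus 3 SD, cut at about 150% in these data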
ZTA counter: counter-screen for EBNA-1 inhibitors: inhibitors of Epstein-Barr virus ZTA | 320,000 tested, 0.15% active | ZTA-DNA binding, fluorescence polarization | inhibition, % at 11 µM; in the data active = inhibition above about 33%
proCasp7 act: procaspase-7 activators, primary screen, counter-screen for procaspase-3 activator project, biochemical, absorbance, HTS, human; 330,000 tested, 0.093% active; activation, % at 8.5 µM; recombinant procaspase-7, Ac-DEVD-pNA absorbance 405 nm; D23A/D198A/D206A triple mutant, cannot self-cleave; scale: DMSO 0, 5 µM enzyme 100; Caspase-7 (Homo sapiens), P55210;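 active = percent activation above the screen-wide mean plus 3 SD, cut at about 25% in these data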
Target sequence (P55210 whole entry D23A/D198A/D206A): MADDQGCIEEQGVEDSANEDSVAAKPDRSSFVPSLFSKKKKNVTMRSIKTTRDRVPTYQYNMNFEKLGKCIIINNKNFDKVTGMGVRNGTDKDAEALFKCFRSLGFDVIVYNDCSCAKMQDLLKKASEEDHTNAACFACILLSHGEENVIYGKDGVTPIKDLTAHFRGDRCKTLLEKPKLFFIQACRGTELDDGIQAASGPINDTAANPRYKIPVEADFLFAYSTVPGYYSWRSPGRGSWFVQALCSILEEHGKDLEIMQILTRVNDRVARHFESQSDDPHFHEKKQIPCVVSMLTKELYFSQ
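Assay system – Uncleavable procaspase-7 mutant enzyme · Quantity – 2 µM procaspase-7 mutant as dispensed · Times – 1 h preincubation, 2 h reaction · Dosing – single nominal 8.5 µM compound dose, 0.8% DMSO final · Buffer or medium – Zinc-free 50 mM HEPES buffer, pH 7.4, with NaCl and Triton X-100 · Detection – Epi-absorbance of released pNA at 405 nm, two timepoints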
AHR activator: AHR activators, primary screen, cell-based, luminescence, luciferase reporter, human. AID 2796, 2010. 320,000 tested, 2.5% active. activation, % at 5 µM. AHR-responsive luciferase reporter cells; in the data active = activation above about 47%;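 note: 0% = vehicle wells and 100% = reference agonist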
MEP2 TOR yeast: modulators of MEP2-GFP levels in yeast, primary screen, S. cerevisiae, multiplex flow cytometry, MLPCN library; S. cerevisiae MEP2-GFP strain, 3 h; 100% = DMSO control level; GFP response vs DMSO, % at 10 µM; 330,000 tested, 0.51% active; AID 2016, 2009;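 active = GFP response versus DMSO above a set limit, roughly screen mean plus 3 SD, cut at about 180% in these data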;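 note: median GFP fluorescence of the barcode-gated MEP2-GFP cells per well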
proCasp3 act: activators of human procaspase-3 D3A mutant, primary screen, biochemical, absorbance, PC-3 D3A mutant, single concentration | 330,000 tested, 0.11% active | Caspase-3 (Homo sapiens), P42574 | recombinant procaspase-3 D3A, Ac-DEVD-pNA absorbance 405 nm | activation, % at 8.5 µM;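 active = activation above the mean of all tested compounds plus 3 SD, cut at about 21% in these data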;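 note: 0% = DMSO alone and 100% = DMSO wells spiked with extra 5 µM PC-3 D3A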
Target sequence (P42574 whole entry D9A/D28A/D175A): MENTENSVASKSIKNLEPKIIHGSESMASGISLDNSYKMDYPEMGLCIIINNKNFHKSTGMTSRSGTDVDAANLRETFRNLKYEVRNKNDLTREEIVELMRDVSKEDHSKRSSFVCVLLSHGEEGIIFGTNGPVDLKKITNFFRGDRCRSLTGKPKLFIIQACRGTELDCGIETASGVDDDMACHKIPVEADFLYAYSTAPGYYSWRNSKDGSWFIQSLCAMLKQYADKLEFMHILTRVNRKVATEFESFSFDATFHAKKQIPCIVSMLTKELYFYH
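Assay system: Autoprocessing-dead procaspase-3 D3A mutant enzyme; also added: Ac-DEVD-pNA; doses: one concentration, 8.5 µM nominal, 0.8% DMSO; times: 1 h compound preincubation, 2 h substrate hydrolysis at 25 °C; technique: 405 nm absorbance of p-nitroaniline, reads at 0 and 120 min; measure: % activation between DMSO and enzyme-spiked controls; repeats: single replicate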
* marks the source's active call; other numbers are inactive results; / = no result given.

structure	RPL19A TOR yeast	EBNA-1 inh	LAP4 TOR yeast	ZTA counter	proCasp7 act	AHR activator	MEP2 TOR yeast	proCasp3 act
COc1ccc(S(=O)(=O)N(Cc2ccccc2)Cc2nc3ccccc3c(=O)[nH]2)cc1	98	7	93	4	2	12	102	-4
Cc1nnc(SCC(=O)N2CCCC2)n(N)c1=O	94	11	87	14	15	0	94	3
CC1CC1C(=O)OCC(=O)NC(=O)c1ccccc1 (stereo not given)	112	-7	115	-9	-4	6	115	3
CC(=O)OC[C@H]1O[C@@H](Sc2cccc3cccnc23)[C@H](OC(C)=O)[C@@H](OC(C)=O)[C@H]1OC(C)=O	103	6	105	0	-1	2	100	-6
COCCNC(=O)CN(Cc1ccc2c(c1)OCO2)C(=O)CCC(=O)Nc1nccs1	102	-14	100	6	1	8	105	4
CCOc1ccccc1N1Cc2cc(C)c(C)cc2C1	103	-7	102	-15	-2	8	101	-4
COc1nc(N(c2ccccc2)c2ccccc2)nc(-n2ccnc2)n1	113	3	117	-14	-7	32	117	-10
CN1CCN(NC(=S)Nc2ccc(OC(F)F)cc2)CC1	95	1	91	-15	4	-1	92	4
CCc1nc(SCC(=O)NC2CCCC2)c2oc3ccccc3c2n1	96	5	117	15	2	1	99	-1
COc1ccc(CCN(C)C(=S)Nc2ccc(SC(F)F)cc2)cc1OC	105	-7	108	4	0	6	106	-10
CCN1CCN(C(c2ccccc2OC)c2nnnn2C2CCCCC2)CC1 (stereo not given)	99	-2	101	-27	-4	2	103	4
CN(CC(=O)Nc1cc(S(=O)(=O)N2CCCC2)ccc1Cl)Cc1cccs1	102	-2	104	4	-6	2	96	1

In the list so far, 8 have sulfur.
structure	RPL19A TOR yeast	EBNA-1 inh	LAP4 TOR yeast	ZTA counter	proCasp7 act	AHR activator	MEP2 TOR yeast	proCasp3 act
COc1ccc(S(=O)(=O)N(Cc2ccccc2)Cc2nc3ccccc3c(=O)[nH]2)cc1	98	7	93	4	2	12	102	-4
Cc1nnc(SCC(=O)N2CCCC2)n(N)c1=O	94	11	87	14	15	0	94	3
CC(=O)OC[C@H]1O[C@@H](Sc2cccc3cccnc23)[C@H](OC(C)=O)[C@@H](OC(C)=O)[C@H]1OC(C)=O	103	6	105	0	-1	2	100	-6
COCCNC(=O)CN(Cc1ccc2c(c1)OCO2)C(=O)CCC(=O)Nc1nccs1	102	-14	100	6	1	8	105	4
CN1CCN(NC(=S)Nc2ccc(OC(F)F)cc2)CC1	95	1	91	-15	4	-1	92	4
CCc1nc(SCC(=O)NC2CCCC2)c2oc3ccccc3c2n1	96	5	117	15	2	1	99	-1
COc1ccc(CCN(C)C(=S)Nc2ccc(SC(F)F)cc2)cc1OC	105	-7	108	4	0	6	106	-10
CN(CC(=O)Nc1cc(S(=O)(=O)N2CCCC2)ccc1Cl)Cc1cccs1	102	-2	104	4	-6	2	96	1

Further compounds:
structure	RPL19A TOR yeast	EBNA-1 inh	LAP4 TOR yeast	ZTA counter	proCasp7 act	AHR activator	MEP2 TOR yeast	proCasp3 act
COc1cccc(NC(=O)C(C#N)Cc2ccncc2)c1 (stereo not given)	104	-1	98	-11	9	7	94	8
Nc1ccc(Oc2ccc(Br)cc2)cc1	100	1	100	-1	-3	1	100	-2
CCCCN(Cc1ccccc1)S(=O)(=O)c1ccc2[nH]c(=O)oc2c1	92	7	87	4	4	-4	97	7
CCN(CC)CCN1C(=O)C(=O)/C(=C(/O)c2ccc(F)cc2)C1c1ccncc1 (stereo not given)	103	4	90	2	2	-3	101	-2
C=CCNC(=O)c1ccc2c(c1)N(CC)C(=O)c1ccccc1S2	106	-5	90	-7	-1	10	108	-2
CC(C)C(=O)Nc1ccc(S(=O)(=O)N2CCC(c3nc4ccccc4[nH]3)CC2)cc1	96	-10	115	-12	-11	5	99	4
O=C(NCCCN1CCOCC1)C(=O)N/N=C/c1ccccc1O	102	-8	92	-3	1	2	107	-2
Cc1c(C)[n+](=O)c(-c2cccs2)c(C)n1[O-]	102	-1	96	-21	4	4	103	0
Cc1ccc(NC(=O)CN2CCC(C(=O)c3ccc(F)cc3)CC2)cc1	94	-8	84	1	8	2	100	38*
CCOc1ccccc1OCC(=O)Nc1cc(C)on1	107	/	106	/	3	-1	104	5
CSCCC(NC(=O)c1ccc(C(C)(C)C)cc1)C(=O)OCC(=O)N1CCCC1=O (stereo not given)	102	/	102	4	-3	-2	98	15
O=c1[nH]c2c(s1)C(c1ccccc1)C1C3CCC(C3)C1S2 (stereo not given)	98	-1	98	7	-1	-1	102	-2

A few values from the entries so far.
`O=C(NCCCN1CCOCC1)C(=O)N/N=C/c1ccccc1O` – EBNA-1 inh = -8
`CCOc1ccccc1OCC(=O)Nc1cc(C)on1` – MEP2 TOR yeast = 104
`Cc1ccc(NC(=O)CN2CCC(C(=O)c3ccc(F)cc3)CC2)cc1` – proCasp3 act = 38*
`CSCCC(NC(=O)c1ccc(C(C)(C)C)cc1)C(=O)OCC(=O)N1CCCC1=O` (stereo not given) – LAP4 TOR yeast = 102
`CCN(CC)CCN1C(=O)C(=O)/C(=C(/O)c2ccc(F)cc2)C1c1ccncc1` (stereo not given) – AHR activator = -3

(cont.)
structure	RPL19A TOR yeast	EBNA-1 inh	LAP4 TOR yeast	ZTA counter	proCasp7 act	AHR activator	MEP2 TOR yeast	proCasp3 act
CN1CCN(C(=O)CN2C(=O)CC(C)(C)S(=O)(=O)c3ccccc32)CC1	98	0	96	8	7	2	100	6
CCOC(=O)c1c(N)sc(C(O)(C(F)(F)F)C(F)(F)F)c1-c1ccc(OC)cc1OC	101	-10	106	2	6	-1	105	3
CCSC1=C(C#N)C(c2cccc(Br)c2)CC(=O)N1 (stereo not given)	93	1	108	-10	0	-1	109	2
O=C(c1ccccc1Br)N1CCN(c2ccccn2)CC1	101	-14	103	-7	-4	2	103	13
COC(=O)[C@]1(Cc2ccccc2)N[C@H](CN(C)S(=O)(=O)c2ccc(-c3ccccc3)cc2)[C@@H]2C(=O)N(Cc3ccccc3)C(=O)[C@@H]21	90	/	89	/	15	0	88	8
CC(C)c1onc(C(=O)Nc2ccc3c(c2)OCO3)c1[N+](=O)[O-]	96	0	99	3	-18	9	109	-5

Screening data as filed in PubChem BioAssay.
